Assay outcomes deposited in PubChem BioAssay by several laboratories.
BoNT-F LC inh: inhibitors of Botulinum neurotoxin F light chain protease. Multiplex microsphere protease cleavage assay, flow cytometry. inhibition, % at 10 µM. hit rate 0.22% among 360,000. AID 588497; in the data active means inhibition above about 35%, passing the limit was not always enough; inconclusive means no clear call, values can overlap the other calls; further: plate controls were buffer without enzyme for full effect and enzyme alone for no effect
GDH-TPI counter: counter-screen for M. tuberculosis FBA inhibitors: GDH-TPI coupled enzymes. AID 588335. hit rate 1.2% among 360,000. inhibition, % at 4.8 µM. GDH-TPI coupled enzyme counterscreen, NADH absorbance;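 further: 0% = DMSO wells and 100% = wells lacking the enzyme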
BoNT A protease: inhibitors of Botulinum neurotoxin A light chain protease | hit rate 0.17% among 360,000 | inhibition, % at 10 µM | AID 588499 | multiplex microsphere protease substrate cleavage, flow cytometry; in the data active means inhibition above about 30%; inconclusive means no clear call, values can overlap the other calls; further: plate controls were buffer without enzyme for full effect and enzyme alone for no effect
CCHF vOTU inh: CCHFV vOTU protease inhibition; inhibition, % at 11.5 µM; AID 651958; Pep-AMC fluorescence; hit rate 0.55% among 370,000; further: 0% = vehicle wells with enzyme and 100% = no enzyme wells
PrPC surface inh: inhibitors of human cell surface prion protein PrPC. hit rate 0.43% among 370,000. P04156. TR-FRET read-out. inhibition, % at 13.8 µM; in the data active means inhibition above about 24%; further: 0% = median of the test wells and 100% = reference compound wells
FBA Mtb inh: inhibits M. tuberculosis FBA enzyme | purified M. tuberculosis FBA, fluorescence read-out | inhibition, % at 1 µM | hit rate 2.3% among 360,000; in the data active means inhibition above about 27%;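 further: 0% = vehicle and 100% = reference inhibitor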
Target sequence (P9WQA3 whole entry, looked up): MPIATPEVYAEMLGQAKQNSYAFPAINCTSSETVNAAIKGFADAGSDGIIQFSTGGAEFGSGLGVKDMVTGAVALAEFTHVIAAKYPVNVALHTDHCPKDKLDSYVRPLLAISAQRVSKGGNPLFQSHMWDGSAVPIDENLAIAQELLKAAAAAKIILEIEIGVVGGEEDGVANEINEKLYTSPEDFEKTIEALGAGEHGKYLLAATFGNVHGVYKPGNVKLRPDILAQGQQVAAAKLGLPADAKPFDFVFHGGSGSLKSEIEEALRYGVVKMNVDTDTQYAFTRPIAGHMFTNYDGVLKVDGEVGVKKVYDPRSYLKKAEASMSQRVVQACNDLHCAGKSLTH
FadD28 binding: M. tuberculosis FadD28 bisubstrate binding inhibition. AID 588549. inhibition, % at 12.5 µM. FadD28 bisubstrate probe binding, fluorescence polarization. hit rate 0.22% among 360,000; in the data active means inhibition above about 8.5%, passing the limit was not always enough; inconclusive means no clear call, values can overlap the other calls
Mtb BioA inh: blocks M. tuberculosis BioA enzyme activity. purified M. tuberculosis BioA enzyme, plate reader. inhibition, % at 9.99 µM. hit rate 0.096% among 360,000. AID 602481; in the data active means inhibition above about 40%; inconclusive means no clear call, values can overlap the other calls
UGM FP inh: blocks M. tuberculosis UGM enzyme | purified UGM, fluorescence polarization probe displacement | inhibition, % at 10 µM | hit rate 0.06% among 320,000; in the data active means inhibition above about 10%, passing the limit was not always enough; inconclusive means no clear call, values can overlap the other calls
Target sequence (P9WIQ1 whole entry, looked up): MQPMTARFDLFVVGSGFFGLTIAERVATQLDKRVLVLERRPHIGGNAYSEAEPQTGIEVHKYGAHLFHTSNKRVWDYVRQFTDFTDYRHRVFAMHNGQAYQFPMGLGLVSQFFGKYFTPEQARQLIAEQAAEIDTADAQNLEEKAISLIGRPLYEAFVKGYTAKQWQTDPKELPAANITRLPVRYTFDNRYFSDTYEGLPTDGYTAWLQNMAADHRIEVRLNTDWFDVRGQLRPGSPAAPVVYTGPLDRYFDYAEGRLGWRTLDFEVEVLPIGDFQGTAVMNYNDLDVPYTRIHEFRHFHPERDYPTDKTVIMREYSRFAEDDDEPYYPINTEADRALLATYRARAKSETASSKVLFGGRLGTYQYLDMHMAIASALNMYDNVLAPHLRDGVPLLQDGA
* = called active by the depositor; ? = inconclusive; nt = not tested or not shown; + = active, no number; & = joins results of further samples. Unless noted, no stated cut-off is given here; in the data, active means inhibition above about 30%; inactive means the rest.

#	mol	BoNT-F LC inh	GDH-TPI counter	BoNT A protease	CCHF vOTU inh	PrPC surface inh	FBA Mtb inh	FadD28 binding	Mtb BioA inh	UGM FP inh
1	COc1ccc(N=C(N(C)C)P(=O)(N(C)C)N(C)C)cc1	-6&-6	8&10	0.0&0.5	-1&6	4&-6	-1&-5	-1.4&-8.6	-0.5	-0.6
2	CCn1nc(C(=O)OCC(=O)N(CCC#N)c2ccccc2)c2ccccc2c1=O	1	-1	-0.1	-8	-6	-1	-3.4	2.3	-1.3
3	CN(C)c1ccc(/C=C/c2cccc[n+]2[O-])cc1	34	13	3.9	-3	-10	-2	-0.4	-8.2	3.6
4	CCOCCOC(=O)Cn1cnc2scc(-c3ccc(C)cc3)c2c1=O	?	20	-1.8	9	-9	2	-0.3	-1.4	2.8
5	CC1=C(C(=O)OCc2ccccc2)C(c2ccc(Cl)cc2)NC(=O)N1C (configuration not stated)	?	2	5.5	3	4	0	0.0	0.3	0.5
6	CN(C)CC/C=C1/c2cc(F)ccc2CSc2ccc(F)cc21	-1	1	0.2	1	4	1	-0.8	nt	-3.5
7	c1ccc(CNc2ncnc3ccccc23)cc1	8&12	-2&5	5.5&0.6	8&2	21&21	-2&2	-1.1&-0.2	5.2&-1.8	1.8&-0.3
8	COc1ccc(NC(=O)CCNS(=O)(=O)c2ccc(Cl)c([N+](=O)[O-])c2)cc1S(N)(=O)=O	-7	2	-1.5	3	-15	-2	-1.2	nt	2.4
9	Cc1ccc(-n2nnnc2SCC(=O)NC(=O)Nc2ccc3c(c2)OCCO3)cc1	-9	2	0.3	8	-4	-2	-2.4	nt	2.8
10	O=C(/C=C/c1cccc([N+](=O)[O-])c1)N1CC[C@@]2(O)CCCC[C@H]2C1	?	3	-2.5	-2	-24	0	-2.8	0.7	6.9
11	CCOC(=O)c1ccc(-n2c(CN3CCN(CC)CC3)nc3ccc([N+](=O)[O-])cc3c2=O)cc1	-2	8	-0.5	14	-33	4	-0.5	nt	-1.8
12	CN(c1ccc(OCC(=O)NC2CCCC2)cc1)S(=O)(=O)c1cccs1	-4	5	-0.8	4	2	1	-0.8	6.5	-4.9
13	CC(=O)c1ccccc1NC(=O)COC(=O)CCCN1C(=O)c2cccc3cccc(c23)C1=O	-2	-4	0.9	6	5	0	0.2	nt	0.1
14	Cc1cc(Br)c(NC(=O)CN(C)CCOc2ccccc2)c(Br)c1	-6	5	-0.3	12	1	1	-0.8	nt	1.3
15	O=c1[nH][nH]c2c1C(c1ccc(F)cc1)OC(CCc1ccccc1)C2 (configuration not stated)	0	nt	0.4	15	7	nt	nt	nt	nt
16	CCOC(=O)C1=C[C@@H](C(C)(C)C)N(S(=O)(=O)c2ccc(C)cc2)[C@H]1c1cccc2ccccc12	-5	nt	-0.5	12	0	1	-1.0	-0.6	nt
17	CCOC(=O)c1oc2ccc(CNC(C)(C)C)c(Cl)c2c1C	1	8	1.1	-3	2	0	-4.3	1.1	-1.9
18	O=C(CN1C(=O)S/C(=C\c2ccccc2F)C1=O)NC1CCS(=O)(=O)C1 (configuration not stated)	-3	22	-1.5	9	-4	-3	-1.2	-1.5	-2.0
19	COc1ccc(-c2cc(=O)c3cc(OC)c(OC)cc3[nH]2)cc1	-2	19	-1.0	-30	8	58*	-4.5	0.6	-3.2
20	O=C1CCC(C(=O)N2CCSCC2)CN1Cc1ccc(Cl)cc1 (configuration not stated)	-8	2	-0.2	14	5	-2	0.4	-1.3	1.7
21	O=[N+]([O-])c1ccc(S(=O)(=O)NCCN2CCOCC2)cc1	-7	-12	-0.9	-16	-20	-3	-3.1	nt	0.2
22	CC(C)(C)c1ccc2c(c1)OC(C(=O)N/N=C/c1ccc([N+](=O)[O-])o1)CO2 (configuration not stated)	-35	0	-6.1	11	-8	-2	-2.1	1.4	6.3
23	CC(N=C1NS(=O)(=O)c2ccccc21)C(=O)NCc1ccc2c(c1)OCO2 (configuration not stated)	2	8	0.1	2	4	2	-1.4	-0.3	-0.3
24	C#CCOCCOCCOCCNc1nc(N2CCN(C(=O)[C@H](CCCCN)n3cc(CCC(=O)O)nn3)CC2)nc(N2CCN(C(=O)[C@H](CCCCN)n3cc(CC(C)O)nn3)CC2)n1 (some centres not stated)	-11	2	-0.5	-3	-3	0	-0.2	-0.1	-3.3
25	Cc1ccc(NC(=O)CSc2nnc(/N=C/N(C)C)s2)cc1	1	-5	-0.3	-21	-5	-1	-4.1	nt	-2.8
26	O=C(CN(C(=O)C1CSC(=O)C1)c1ccc(F)cc1)NCc1ccc2c(c1)OCO2 (configuration not stated)	-5	0	-1.8	4	9	1	-1.9	0.8	1.9
27	COc1ccc(OCC2NCCc3cc(OC)c(OC)cc32)cc1 (configuration not stated)	-3	-6	-0.6	-10	1	3	-0.1	1.9	3.5
28	CCOC(=O)C/C(=N\Nc1ncnc2ccccc12)c1ccccc1	-6	25	-1.3	-10	-5	0	-0.8	nt	-3.0
29	CCc1nc2c(OCc3cc(Cl)cc(Cl)c3)cccn2c1N(C)C(=O)CC(C)C	-4	-8	-0.1	23	9	-2	-2.9	-0.4	nt
30	CCN(CC)CCCNC(=O)c1[nH]c(C)c(C(=O)NC2CCCCC2)c1C	-2	-4	1.0	-10	-4	4	-2.3	0.0	1.0
31	CCN1CCN(c2nc3c(C)cccn3c(=O)c2/C=C(\C#N)S(=O)(=O)c2ccc(Cl)cc2)CC1	2	4	1.5	-11	-4	-6	-5.9	nt	0.0
32	COc1ccc(-c2cc(C(F)(F)F)nc(SCCC(=O)N3CCN(C)CC3)n2)cc1	-9	2	-0.6	11	-1	-2	-1.2	nt	nt
33	Cc1ccc(C(=O)c2c3ccc([N+](=O)[O-])cc3[n+]([O-])n2CCC(N)=O)cc1	nt	nt	nt	12	-19	nt	-2.7	0.8	2.8
34	Cc1cc(NC(=O)CSc2nc3c(cc2C#N)CCC3)no1	-1	4	-0.4	-8	-3	1	nt	-1.8	-0.1
35	Cc1ccc(CNC(=O)C2CCN(S(=O)(=O)c3cccc4nonc34)CC2)cc1	-4	11	-0.1	-3	-2	6	1.0	-4.0	-2.1
36	CCS(=O)(=O)c1ncc(Cl)c(C(=O)Nc2ccc(S(=O)(=O)N3CCCC(C)C3)cc2)n1 (configuration not stated)	10	-2	-6.0	-2	-5	2	5.5	-1.0	1.2
37	Cc1ccc(-c2csc3nnc(SCc4csc(C)n4)n23)cc1	-6	-5	-0.3	6	4	-2	-4.2	1.0	0.4
38	CCOC(=O)Nc1cccc(Nc2ccccc2)c1	0	6	0.1	-6	8	1	-1.5	2.4	1.1
39	COc1cccc(C2CC(c3ccccc3)Nc3ncnn32)c1 (configuration not stated)	0	-8	-0.4	2	-1	0	-1.9	26	-4.4
40	Cc1ccc(S(=O)(=O)N2CCC(=O)N(C(COCc3ccc(C(F)(F)F)cc3)C(C)C)CC2)cc1 (configuration not stated)	5	12	0.2	nt	nt	3	-0.7	1.1	0.1
41	COC(=O)c1ccc2c(=O)n(CC3CCCO3)c(SCC(=O)NCCc3ccc(S(N)(=O)=O)cc3)nc2c1 (configuration not stated)	-2	-2	-0.5	13	3	0	-3.0	nt	-3.5
42	CSCC[C@H](NC(=O)C(C)Oc1ccc(Cl)cc1)c1nc2ccccc2[nH]1 (some centres not stated)	0	-3	0.3	-9	14	0	-4.4	-0.5	-1.6
43	COc1ccc(Cl)cc1NC(=O)c1cc(-c2ccc(C)cc2O)n[nH]1	1	5	-0.5	-1	-7	2	-3.2	-1.3	0.2
44	CC(c1nccs1)N(C)C(=O)CCc1nnc(Cc2c[nH]c3ccccc23)o1 (configuration not stated)	-6	14	-1.8	7	1	2	-0.9	0.2	-2.7
45	CN(CCOc1ccccc1)CC(=O)Nc1ccc(Cl)c(S(=O)(=O)N(C)C)c1	1	-6	-0.7	-7	-1	5	-6.2	nt	-3.4

One compound at a time, from the list above. Order of values: BoNT-F LC inh | GDH-TPI counter | BoNT A protease | CCHF vOTU inh | PrPC surface inh | FBA Mtb inh | FadD28 binding | Mtb BioA inh | UGM FP inh
Record of Cc1ccc(C(=O)c2c3ccc([N+](=O)[O-])cc3[n+]([O-])n2CCC(N)=O)cc1 : nt | nt | nt | 12 | -19 | nt | -2.7 | 0.8 | 2.8
Record of Cc1cc(NC(=O)CSc2nc3c(cc2C#N)CCC3)no1 : -1 | 4 | -0.4 | -8 | -3 | 1 | nt | -1.8 | -0.1

The results go on.
#	mol	BoNT-F LC inh	GDH-TPI counter	BoNT A protease	CCHF vOTU inh	PrPC surface inh	FBA Mtb inh	FadD28 binding	Mtb BioA inh	UGM FP inh
46	Cc1ccc(CN2CC(C(=O)Nc3cccc(S(=O)(=O)N4CCCCC4)c3)CC2=O)cc1 (configuration not stated)	-5	7	-0.6	21	11	2	-2.7	0.4	1.9
47	Cc1cc(C)nc(NC(=NCc2ccc3c(c2)OCO3)NC(=O)Nc2ccccc2)n1	-10	0	-1.7	-1	-1	0	-1.2	0.8	0.3
48	Cc1c(NCc2nc3ccccc3[nH]2)c(=O)n(-c2ccccc2)n1C	-11	40*	0.3	19	4	-2	-3.9	13	0.5
49	O=C1CCCC2=C1C(c1cccs1)Nc1ccc3ncccc3c12 (configuration not stated)	-1	10	?	-4	-6	2	-0.3	1.0	3.5
50	CCc1c(C)nc2ncnn2c1N1CCN(S(=O)(=O)c2ccc(OC)cc2)CC1	-7	2	-1.6	12	10	3	-1.4	nt	2.9
51	Cc1cc(SCC(=O)OCC(=O)NC(C)c2ccccc2)c(C)cc1Br (configuration not stated)	-10	0	-0.1	16	6	-1	-1.9	nt	3.0
52	Cc1ccccc1CN1CCC(n2nccc2NC(=O)CCCc2ccccc2)CC1	5	-9	-0.2	-3	-12	3	-1.1	-0.3	-2.6
53	COc1ccc(/C=C(/NC(=O)c2ccc(C)cc2)C(=O)N2CCCC2)cc1OC	-7	6	3.1	-3	11	0	-1.2	-3.2	1.4
54	CCn1cnc2c(NCCc3cccnc3)nc(C#N)nc21	-4	-7	0.3	0	-7	1	0.5	1.4	2.3
55	CC(C)c1ccc(NC(=O)c2ccc3snnc3c2)cc1	-10	20	-1.0	-4	1	1	-1.6	0.8	1.8
56	COc1ccc(NC(=O)c2cc3ccccc3o/c2=N\NS(=O)(=O)c2ccc(C)cc2)cc1	6	-8	-0.9	13	-2	6	0.6	-3.9	0.0
57	CCOC(=O)N1CCN(CC(=O)Nc2cc(OC)c(OC)cc2C#N)CC1	1	1	1.4	8	-1	4	-0.8	nt	0.2
58	COc1ccccc1CNC(=O)CCn1c(=O)sc2ccccc21	-1	-2	-0.5	-12	-9	0	-0.5	-0.6	-2.5
59	CCN(CC)c1ncnc2c1cnn2Cc1ccc(Cl)cc1	-2	-8	-0.3	-2	8	-2	-9.0	nt	-0.6
60	S=C(NCC1CCCO1)Nc1ccccc1Cl (configuration not stated)	-1	-1	-0.5	3	-2	-6	-3.3	nt	1.5
61	COc1ccc(S(=O)(=O)CCC(=O)Nc2ccc(OC)cc2OC)cc1	-14	9	1.9	-1	3	-1	-1.5	-1.5	-0.9
62	Cc1cc(C)c(S(=O)(=O)Nc2ccc[nH]c2=O)c(C)c1	?	-3	1.0	9	1	-3	-4.8	-0.1	-2.4
63	CCOC(=O)CCc1c(C)c2ccc3c(c2oc1=O)CN(CCCO)CO3	9	14	-0.6	-368	4	+	-1.2	-0.9	-1.8
64	Cc1ccc(S(=O)(=O)N2CCCN(S(=O)(=O)c3ccc(C(F)(F)F)cc3)CC2)cc1	-1	9	0.1	-8	0	0	-1.8	-0.5	0.2
65	CCOC(=O)c1ccc(N2C(=O)CC(N3CCC(C(N)=O)(N4CCCCC4)CC3)C2=O)cc1 (configuration not stated)	2	0	0.2	-10	2	0	0.8	-0.4	-2.9
66	CCCCCCSc1nc(O)c(C2OC(=O)c3c2ccc(OC)c3OC)c(=O)n1CC (configuration not stated)	-1	1	-0.5	17	1	-2	4.7	-0.1	3.7
67	Cc1ccc(C)c(S(=O)(=O)N(C)C2(C)CCS(=O)(=O)C2)c1 (configuration not stated)	-12	6	-2.6	-7	3	-1	-2.7	0.0	1.2
68	CSc1ccc(/C=N/n2c(C)cc(C)cc2=O)cc1	-5	33*	?	-1	-6	0	-1.6	0.7	-0.4
